Assay outcomes deposited in PubChem by National Center for Advancing Translational Sciences (NCATS).
KB-V1 cytotox = qHTS assay for MDR1-selective chemotherapeutics: Primary screen using the drug-selected MDR subline cells KB-V1. Potency, µM (series often up to 46.1 µM), inactives show top-dose activity change, negative = cytotoxicity, actives largely listed as cytotoxic. hit rate 3.4% among 400,000. AID 1347076, 2019. KB-V1 MDR cells viability, CellTiter-Glo, 72 h; also: potency is read from the fitted curve at half-maximal effect; % is scaled to controls: 0 for no effect and ±100 for the full control effect; nearly all actives have a fitted effect of over 60% in size
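Compound-treated KB-V1 multidrug-resistant cells, 72 h, 37 degrees C; viability by CellTiter-Glo. Fitted qHTS curves give the values.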
GLP1R inv ag = qHTS of GLP-1 Receptor Inverse Agonists (Inhibition Mode) | AID 624417, 2012 | hit rate 1.6% among 410,000 | Potency, µM (doses to about 38.3 µM), for the others: at the top dose activity change, negative = inhibition, hits mostly inhibitors | HEK293 GLP-1R CRE-luciferase, luminescence, 24 h; GLP-1R form is constitutively active | Glucagon-like peptide 1 receptor (Homo sapiens), P43220; also: potency is read from the fitted curve at half-maximal effect; % is scaled to controls: 0 for no effect and ±100 for the full control effect; nearly all actives have a fitted effect of over 55% in size
Target sequence (P43220 whole entry, looked up): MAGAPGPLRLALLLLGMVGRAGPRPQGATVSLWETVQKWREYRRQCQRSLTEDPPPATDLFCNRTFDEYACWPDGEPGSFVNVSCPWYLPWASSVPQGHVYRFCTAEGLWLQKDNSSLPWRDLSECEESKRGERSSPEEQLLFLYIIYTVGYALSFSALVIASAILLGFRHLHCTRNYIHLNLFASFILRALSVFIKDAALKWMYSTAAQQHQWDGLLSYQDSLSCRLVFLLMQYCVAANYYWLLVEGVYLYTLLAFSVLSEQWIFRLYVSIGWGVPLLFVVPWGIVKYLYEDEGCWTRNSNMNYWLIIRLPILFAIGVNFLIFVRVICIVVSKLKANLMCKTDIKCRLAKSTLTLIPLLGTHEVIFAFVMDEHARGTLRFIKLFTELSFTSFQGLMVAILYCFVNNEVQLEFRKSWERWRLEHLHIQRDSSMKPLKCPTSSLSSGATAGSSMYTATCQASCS
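Inverse agonists were sought by their lowering of basal cAMP reporter luciferase output in HEK293 cells stably carrying constitutively active human GLP-1R, after 24 h compound treatment.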
DRD3 antagonist = qHTS of D3 Dopamine Receptor Antagonist: qHTS | D(3) dopamine receptor (Homo sapiens), P35462 | D3R cells, DiscoveRx beta-arrestin luminescence, antagonist mode; stronger effect = lower value | max response, negative = inhibition, % | hit rate 2.5% among 360,000 | AID 652054, 2013; in the data active = max response below about -50%; inconclusive = no clear call, values can overlap the other calls; also: % is scaled to controls: 0 for no effect and ±100 for the full control effect; mostly tested at two doses, the higher about 12 µM
Target sequence (P35462 whole entry, looked up): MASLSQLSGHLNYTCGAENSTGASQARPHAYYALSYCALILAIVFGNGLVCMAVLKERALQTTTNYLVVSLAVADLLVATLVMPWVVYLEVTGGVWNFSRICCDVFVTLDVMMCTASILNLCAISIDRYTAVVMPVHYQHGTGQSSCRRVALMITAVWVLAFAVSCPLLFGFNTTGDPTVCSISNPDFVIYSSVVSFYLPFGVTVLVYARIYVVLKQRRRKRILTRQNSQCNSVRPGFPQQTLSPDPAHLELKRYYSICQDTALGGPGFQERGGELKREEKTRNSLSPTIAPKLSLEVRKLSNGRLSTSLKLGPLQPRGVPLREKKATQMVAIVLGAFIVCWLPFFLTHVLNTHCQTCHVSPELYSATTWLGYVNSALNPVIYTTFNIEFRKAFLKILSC
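Cells expressing the human receptor were seeded at 1500 cells/well, incubated overnight at 37 degrees C in 5% CO2, then exposed to library compounds with dopamine controls for 90 minutes at 37 degrees C before luminescent detection.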
GLP-1R agonist = qHTS of GLP-1 Receptor Agonists. HEK293 GLP-1R CRE-luciferase, luminescence, 4-6 h; cells express a hypersensitive GLP-1R form. Potency, µM (series often up to 45.6 µM), for inactives: at the top dose activation, actives largely listed as activators. hit rate 0.007% among 380,000; also: potency is read from the fitted curve at half-maximal effect; % of control where 0% means no effect
TDP-43 yeast inh = qHTS of TDP-43 Inhibitors; Potency, µM (doses to about 46.1 µM), for inactives: at the highest dose growth rescue (activation), actives largely listed as activators; AID 652104, 2013; hit rate 1.8% among 410,000; TDP-43 expressing yeast growth rescue, BacTiter-Glo, 24 h; also: potency is read from the fitted curve at half-maximal effect; % of control where 0% means no effect; nearly all actives have a fitted effect of over 50% in size
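Growth rescue of TDP-43-toxic yeast measured as ATP luminescence (BacTiter-Glo). Cells grown to mid-log in raffinose, induced in galactose at OD600=0.02, exposed to compound 24 hr at 30 deg C.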
aSyn yeast inh = qHTS of alpha-syn Inhibitors; Yeast expressing alpha-synuclein, growth rescue, BacTiter-Glo, 24 h; Potency, µM (series often up to 46.1 µM), inactives show at the highest dose growth rescue (activation), actives largely listed as activators; hit rate 0.14% among 370,000; AID 652106, 2013; also: potency is read from the fitted curve at half-maximal effect; % of control where 0% means no effect; nearly all actives have a fitted effect of over 65% in size
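Readout is rescue of growth in alpha-synuclein-expressing yeast, so inhibitors of toxicity appear as activators. Growth after 24 hr at 30 deg C in galactose medium is quantified by luminescence.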
DRD3 agonist = qHTS of D3 Dopamine Receptor Agonist: qHTS; D(3) dopamine receptor (Homo sapiens), P35462; hit rate 0.58% among 410,000; D3R DiscoveRx beta-arrestin cells, luminescence, 90 min; max activation, %; in the data active = max activation above about 30%; also: 0% is about no effect; mostly tested at two doses, the higher about 12 µM
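Agonist mode: compounds and dopamine controls were applied to plated cells for 90 min at 37 degrees C after an overnight attachment at 1500 cells/well. Luminescent read-out followed 30 - 60 minutes at room temperature with DiscoveRx detection reagent.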
PTHR1 ag = qHTS for PTHR1 Agonists: Primary Screen; hit rate 0.075% among 410,000; Potency, µM (series often up to 115 µM), for the others: top-dose activation, actives largely listed as activators; HEK293 GP2 PTHR1 cells, GloSensor cAMP luminescence, 1 h; Parathyroid hormone/parathyroid hormone-related peptide receptor (Homo sapiens), Q03431; also: potency is read from the fitted curve at half-maximal effect; nearly all actives have a fitted effect of over 55% in size; some results filed as inactive show a strong effect at the top dose; inactives centre near -15; many of its hits are not listed in these tables
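HEK-293-derived GP2 cells expressing PTHR1 and a GloSensor cAMP reporter, 3,000/well, plated overnight, given luciferin plus IBMX (each 0.5 mM as added) for 1 h at 37 °C, then compound for 1 h at 37 °C. Luminescence was read after 15 min at room temperature.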
HEK293 tox = qHTS of GLP-1 Receptor Inverse Agonists: Cytotox Screen. hit rate 0.13% among 410,000. HEK293 cAMP-luciferase reporter cells, luminescence, 24 h. Potency, µM (titrated, usually from 38.3 µM), without a hit: at the top dose activity change, negative = inhibition, usual class: inhibitors;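 also: loss of luciferase light is scored as toxicity; potency is read from the fitted curve at half-maximal effect; % is scaled to controls: 0 for no effect and ±100 for the full control effect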
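Here, cytotoxicity is scored as loss of luminescence. The MLSMR collection was tested on cells seeded in medium containing 10% Nu serum, with a 24 hr compound exposure preceded by 12 hours of culture.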
* marks the source's active call; other numbers are inactive results; i = inactive; ? = inconclusive; · = not tested or not shown; [ ] = dose if it differs, or a comment. Unless noted, calls follow the shape of the dose curve; as a rule, active = well fitted curve in the direction sought with a large enough effect; inconclusive = small, poorly fitted or top-dose-only effect, or another doubt; inactive = no such curve, though single readings can be large; an effect the other way counts as inactive or inconclusive. Some of the compounds tested; count on the stated rates, not on these rows.

canonical_smiles	KB-V1 cytotox	GLP1R inv ag	DRD3 antagonist	GLP-1R agonist	TDP-43 yeast inh	aSyn yeast inh	DRD3 agonist	PTHR1 ag	HEK293 tox
O=C(Nc1ccc(S(=O)(=O)NCC2CCCO2)cc1)c1cnccn1 (stereo not drawn)	-13.3%	4.6%	0.1	12.7%	-23.6%	-7.1%	-3.0	-5.2%	-3.3%
O=C(CN1CCN(Cc2ccccc2Cl)CC1)N/N=C/c1ccccn1	-13.2%	0.7%	-10.7	4.5%	-14.4%	-0.1%	5.4	17.1%	0.5%
Cc1nc2c(cc1N)nc(C)n2Cc1ccccc1	-23.2%	12.4%	-50.7*	5.4%	-3.0%	-4.1%	-10.5	8.3%	6.1%
Cc1ccc(S(=O)(=O)N(C)Cc2cc3cc(C)ccc3[nH]c2=O)cc1	-1.3%	12.5%	13.5	-3.8%	10.6%	-0.6%	2.0	-15.9%	-21.5%
CCc1ccc(N(CC(=O)NC(C)C)C(=O)CCC(=O)Nc2ccccn2)cc1	-14.5%	-8.4%	8.4	-15.3%	4.5%	-0.1%	-6.7	-6.0%	11.9%
CCc1nc(CNC(=O)c2cc(OC)c(OC)c(OC)c2)no1	13.6%	8.8%	-7.2	0.7%	17.1%	-3.0%	-0.9	i	0.5%
Cc1ccccc1C(=O)NCc1ccc2c(c1)CCN2C(=O)c1ccc(F)cc1	14.6%	-10.5%	·	·	19.7%	·	5.2	0.6%	1.3%
CCC1CCCCN1CCCNC(=O)c1ccc2c(c1)c(C)c(C)n2C (stereo not drawn)	-22.6%	?	-6.7	3.7%	-20.8%	-0.9%	-3.8	i	-6.4%
CCOc1ccc(OCC)c(-c2c(=O)n(OCc3ccc(Cl)cc3)c3ccccc3[n+]2[O-])c1	-17.3%	?	5.3	-0.6%	-7.6%	-2.5%	39.5*	i	-21.5%
CCOC(=O)C(C)Sc1nc2c(cnn2-c2ccc(C)cc2)c(=O)[nH]1 (stereo not drawn)	?	3.2%	9.9	-3.2%	-24.4%	9.9%	-0.9	-21.6%	-13.7%
CCN(C(=O)C1CCCN1S(=O)(=O)c1ccc2c(c1)n(C)c(=O)c(=O)n2C)c1ccccc1 (stereo not drawn)	-7.1%	2.8%	0.0	-2.0%	-8.6%	-4.6%	-9.2	-19.4%	21.1%
CN(c1ccccc1)S(=O)(=O)c1ccc(Cl)c(C(=O)Nc2ccccc2N2CCOCC2)c1	?	?	2.2	-3.2%	-0.5%	-1.6%	4.2	-10.4%	-0.8%
Cc1nn(C)c(Cl)c1CN1CCN(CC(C)C)C(CCO)C1 (stereo not drawn)	?	-17.4%	-3.8	7.3%	-8.7%	-7.7%	1.1	-4.2%	-1.2%
COC(=O)/C=C1\SC(=Nc2ccc(OC)cc2)NC1=O	-11.5%	10.0%	-21.8	-5.6%	20.5%	7.9%	-11.2	-68.0%[inhibitor]	1.1%
CCCCC(SCC(=O)Nc1ccccc1)C(=O)O (stereo not drawn)	0.0%	3.7%	6.7	9.8%	0.4%	1.9%	1.8	i	65.3%[activator]
CCc1nc2ccc(C(=O)NCCCn3ccnc3)cn2c1N(C)Cc1nccs1	3.0%	18.1%	12.9	4.4%	1.6%	-0.8%	-1.1	-15.9%	-2.6%
COc1ccccc1-c1nc(SCC(=O)Nc2ccccc2)n[nH]1	-18.4%	-4.1%	2.3	4.2%	13.4%	-5.6%	-5.4	-39.9%	-2.1%
COc1cccc(CNC(=O)Cn2cc3c(n2)CCCCC3)c1	0.6%	-23.3%	11.4	3.4%	12.2%	-0.9%	0.6	-21.3%	1.9%
COc1ccc(OC)c(C2C(C(=O)Nc3cccnc3)=C(C)NC3=C2C(=O)CCC3)c1 (stereo not drawn)	-10.9%	0.0%	7.4	-0.2%	0.5%	6.6%	0.2	i	-45.1%
CCN1CCN(C(=O)CN(CC)S(=O)(=O)c2ccc(Cl)cc2)CC1	0.6%	-3.6%	?	-3.3%	-24.8%	0.2%	-26.6	-17.2%[57.5 µM]	-4.3%
CC12CC3CC(C)(C1)CC(C(=O)NC(=S)N1CCCCC1)(C3)C2	-7.9%	?	-5.2	3.1%	?	-29.6%	-0.2	i	-22.9%
O=C(CCCSc1nc2ccccc2[nH]1)NCc1ccccc1Cl	16.4µM*	?	15.0	-7.4%	8.5%	10.8%	1.9	-32.4%[inhibitor]	-28.6%
CN(Cc1ccccc1F)c1ccc(S(=O)(=O)N2CCCC2)cn1	?	-6.8%	11.0	11.6%	29.7%	-4.8%	0.0	-47.5%[inhibitor]	-1.6%
Cc1ccc(C(=O)COC(=O)CNC(=O)c2ccc(Br)o2)cc1[N+](=O)[O-]	10.2%	9.7%	-5.2	-3.4%	-1.7%	2.3%	-5.0	-10.4%	-7.1%
O=C(N[C@@H]1CC[C@@H](CCn2cc(-c3ccccc3)nn2)O[C@@H]1CO)c1cnccn1	-5.6%	1.5%	7.3	·	17.9%	0.1%	5.4	-0.3%	-9.3%
Cc1c(C(=O)Nc2ccncc2)sc2nc(-c3ccc(F)cc3)cn12	0.4%	-16.1%	3.9	-0.1%	17.9%	2.0%	2.5	-40.8%[inhibitor]	-14.2%
COc1ccc(NC(=O)COC(=O)c2ccc(S(=O)(=O)N(C)c3ccccc3OC)cc2)cc1OC	6.0%	-6.0%	-9.7	4.4%	-51.7%[inhibitor]	-1.7%	-1.6	-23.0%	-0.2%
Cc1ccc2[nH]c(=O)c3cc(C(=O)N4CCN(C(=O)c5ccco5)CC4)sc3c2c1	-3.4%	0.6%	14.9	-2.5%	-6.3%	5.4%	-6.0	4.0%	2.8%
Cc1cc(C(=O)NNC(=O)COc2ccccc2Cl)n[nH]1	2.7%	-7.0%	-0.3	1.5%	-9.3%	-3.9%	-5.9	i	15.6%
COc1ccc(-n2c(/C=C/c3ccccc3F)nc3cc(OC)c(OC)cc3c2=O)cc1Cl	?	?	·	·	16.4%	·	-15.6	-20.3%	-10.5%
Cc1ccccc1CN1CCN(CCCc2ccccc2)C(CCO)C1 (stereo not drawn)	1.8%	?	-78.1*	-4.2%	-5.7%	-1.7%	-23.3	i	-9.0%
O=C(c1cccc(F)c1)N1CCC(c2c[nH]c3ccccc23)(c2c[nH]c3ccccc23)CC1	3.9%	?	·	·	4.3%	·	7.7	-18.6%	1.4%
COC(=O)c1ccc2cn[nH]c2c1	7.2%	-16.0%	-29.5	-6.9%	16.3%	-2.7%	-8.1	-3.2%	-3.1%
CCCCn1c(SCc2c(C)noc2C)nc2cc(S(N)(=O)=O)ccc21	-25.3%	-11.3%	0.0	1.0%	0.8%	4.1%	-1.4	i	-2.7%
COc1ccc(CN(C)C2c3ccccc3-c3ccccc32)cc1	?	?	-15.0	14.4%	-0.9%	6.0%	-5.7	i	16.1%
CCc1ccc2[nH]c(=O)c(CN(CCN(CC)CC)C(=O)NC3CCCCC3)cc2c1	6.7%	10µM*	-12.7	8.8%	-13.2%	-10.8%	-16.7	i	?
O=C(COc1ccc(F)cc1)Nc1ccc2nc(SCc3ccccc3)sc2c1	0.0%	16.8%	·	·	4.8%	·	4.1	-4.3%	5.5%
CN(C)C1=NC[C@H](Cc2ccccc2)N1CC1CCC(C(C)(C)C)CC1 (stereo partly drawn)	0.3%	-17.3%	-2.2	25.2%	11.0%	-7.1%	1.1	3.5%	-14.0%
COc1cc(-c2n[nH]c(=S)n2-c2ccc(Br)cc2)cc(OC)c1OC	16.7%	1.5%	-24.4	0.4%	17.2%	-1.0%	1.1	-16.2%	-17.0%
Cc1cccc(Nc2nnc(SCC(=O)NC3CCCc4ccccc43)s2)c1 (stereo not drawn)	?	?	-27.5	9.6%	11.2%	-0.2%	-16.9	-15.8%	-23.0%
Cc1ccc(-c2cc(C(=O)NC3=NCCS3)c3ccccc3n2)cc1C	0.0%	?	-7.7	3.7%	?	-34.8%[inhibitor]	-11.1	-4.6%	-9.5%
O=C(NC1CCCC1)C(c1ccc(F)cc1)N(Cc1ccc(Cl)cc1)C(=O)CCl (stereo not drawn)	16.4µM*	?	5.9	-2.2%	-0.7%	5.1%	4.5	-34.9%	2.5%
Cc1noc(C)c1S(=O)(=O)N(C)C[C@@H]1OCc2cn(nn2)CCCC(=O)N([C@@H](C)CO)C[C@H]1C	24.4%	-3.0%	-16.1	-4.9%	0.0%	0.7%	1.0	-17.7%	10.2%
O=C(CSc1nnc(-c2ccc(S(=O)(=O)N3CCCC3)cc2)n1CC1CCCO1)NC1CC1 (stereo not drawn)	21.5%	10.7%	-4.5	-8.5%	0.0%	5.5%	4.5	i	6.3%

Results in TDP-43 yeast inh (2 entries from above):
canonical_smiles,TDP-43 yeast inh
COc1ccc(-n2c(/C=C/c3ccccc3F)nc3cc(OC)c(OC)cc3c2=O)cc1Cl,16.4%
Cc1ccc(S(=O)(=O)N(C)Cc2cc3cc(C)ccc3[nH]c2=O)cc1,10.6%
